Compound activity from PubChem BioAssay.
NALP1 inh: NALP1 inflammasome inhibitors in reconstituted yeast, colorimetric, S. cerevisiae, triplicate retest; AID 2071, 2009; inhibition, % at 10 µM; S. cerevisiae NALP1/ASC/caspase-1 growth, X-gal OD620, 72 h; actives 0.61% (n = 280,000); in the data active means inhibition mostly above about 24%, no sharp cut-off; inactive means mostly below about 32%; further: some compounds called inactive have numbers as strong as hits
MEKK2wt PB1 HTS: modulators of MEK5 binding to wildtype MEKK2, primary screen, biochemical, multiplex bead flow cytometry, Alexa488-MEK5. Mitogen-activated protein kinase kinase kinase 2 (Homo sapiens), Q9Y2U5. Alexa488-MEK5 binding to MEKK2 WT; actives lie on both sides. binding response (% of control), % at 10 µM. actives 1.1% (n = 290,000). AID 1531, 2009; in the data active means binding response below about 67% or above about 130%
V1R ag counter: agonists of human V1a receptor, primary screen, counter-screen for OXTR agonist project, fluorescence, CHO-V1R cells; Vasopressin V1a receptor (Homo sapiens), P37288; Fluo-8 calcium fluorescence, agonist mode; 0% DMSO, 100% 3 nM vasopressin; activation, % at 3 µM; actives 0.25% (n = 320,000); AID 2797, 2010;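 active means activation above the mean activation of all tested compounds plus 3 SD, per screening run, cut at about 20% in these data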;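 further: signal is peak over basal fluorescence ratio across a 100 second FLIPR read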
Target sequence (P37288 whole entry, looked up): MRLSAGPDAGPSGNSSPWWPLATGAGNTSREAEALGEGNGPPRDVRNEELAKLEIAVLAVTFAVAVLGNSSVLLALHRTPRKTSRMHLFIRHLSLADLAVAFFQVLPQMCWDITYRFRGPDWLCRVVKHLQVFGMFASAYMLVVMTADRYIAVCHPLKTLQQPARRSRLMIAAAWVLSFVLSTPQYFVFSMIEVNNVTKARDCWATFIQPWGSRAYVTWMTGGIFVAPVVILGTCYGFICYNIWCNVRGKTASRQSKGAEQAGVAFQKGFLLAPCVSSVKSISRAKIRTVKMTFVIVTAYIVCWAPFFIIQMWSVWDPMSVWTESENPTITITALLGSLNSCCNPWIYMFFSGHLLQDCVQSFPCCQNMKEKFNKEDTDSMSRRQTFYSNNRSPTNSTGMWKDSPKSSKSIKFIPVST
GPR7 antagonist: GPR7 receptor antagonists, primary screen, cell-based, fluorescence, single concentration; Neuropeptides B/W receptor type 1 (Homo sapiens), P48145; GPR7-expressing cells, fluorescence antagonist assay; inhibition, % at 4.4 µM; actives 1.1% (n = 290,000); in the data active means inhibition above about 16%, passing the limit was not always enough;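 further: cells stimulated with the agonist NPW; 0% = agonist with vehicle and 100% = vehicle without agonist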
Target sequence (P48145 whole entry, looked up): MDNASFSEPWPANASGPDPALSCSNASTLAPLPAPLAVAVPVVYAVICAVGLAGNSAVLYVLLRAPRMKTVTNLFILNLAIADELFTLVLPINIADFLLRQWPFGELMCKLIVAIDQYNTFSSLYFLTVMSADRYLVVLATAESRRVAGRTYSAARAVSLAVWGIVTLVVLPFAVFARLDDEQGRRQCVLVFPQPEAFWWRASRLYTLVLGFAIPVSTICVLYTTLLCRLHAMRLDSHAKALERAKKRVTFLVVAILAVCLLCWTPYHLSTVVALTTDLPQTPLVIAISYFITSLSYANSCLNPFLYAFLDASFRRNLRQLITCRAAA
GalR3 antagonist: GalR3 antagonists in HEK293 cells, primary screen, cell-based, fluorescence readout; actives 0.44% (n = 360,000); Galanin receptor type 3 (Homo sapiens), O60755; AID 651719, 2012; inhibition, % at 3 µM; HEK293 GalR3-CNG cAMP membrane potential fluorescence; galR3 body fused to GalR1 C-terminus;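 active means inhibition above the screen-wide average plus 3 SD, cut at about 13% in these data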;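 further: forskolin and galanin both at EC90 stimulate the cells; cAMP rise reported by CNG channel membrane potential dye signal; 0% = forskolin plus galanin with DMSO and 100% = forskolin alone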
PHOSPHO1 inh: PubChem AID 1565; Phosphoethanolamine/phosphocholine phosphatase (Homo sapiens), Q8TCT1; recombinant PHOSPHO1, absorbance phosphatase assay; inhibition, % at 13.3 µM; actives 1.1% (n = 290,000); in the data active means inhibition above about 60%
Target sequence (Q8TCT1 whole entry, looked up): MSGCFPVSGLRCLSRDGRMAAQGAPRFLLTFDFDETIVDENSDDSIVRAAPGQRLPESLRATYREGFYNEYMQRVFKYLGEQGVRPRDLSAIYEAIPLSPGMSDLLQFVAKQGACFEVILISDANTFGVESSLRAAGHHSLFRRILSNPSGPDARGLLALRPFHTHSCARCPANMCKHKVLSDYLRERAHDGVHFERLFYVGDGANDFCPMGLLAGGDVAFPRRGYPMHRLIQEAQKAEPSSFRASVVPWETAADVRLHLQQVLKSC
MEKK3 PB1 HTS: modulators of MEKK3-MEK5 PB1 binding, primary screen, biochemical, wildtype MEKK3, multiplex bead flow cytometry, Alexa488-MEK5; Mitogen-activated protein kinase kinase kinase 3 (Homo sapiens), Q99759; binding response (% of control), % at 10 µM; bead-based flow cytometry, Alexa488-MEK5 binding to MEKK3; actives lie on both sides; 0 = blocked by unlabeled MEK5, 100 = vehicle; actives 1.4% (n = 290,000);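 active means binding response more than 3 SD above or below the average of its plate-row segment, actives on both sides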;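 further: Alexa488 bead fluorescence after subtracting the streptavidin-only scavenger bead signal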
MEKK2mut PB1 HTS: MEK5 binding signal on mutant MEKK2 PB1, primary screen, biochemical, multiplex bead flow cytometry, Alexa488-MEK5 | actives 0.35% (n = 290,000) | Alexa488-MEK5 binding to MEKK2 mutant | percent response, % at 10 µM | AID 1530, 2009; in the data active means percent response above about 24%, passing the limit was not always enough; further: inactives centre near 1; some results filed as inactive read as strong as hits; reference of the scale not given here
OXTR ag: human OXTR agonists, primary screen, fluorescence, CHO-OTR cells, Fluo-8 calcium; Oxytocin receptor (Homo sapiens), P30559; Fluo-8 calcium fluorescence; normalized: DMSO 0%, oxytocin 100%; activation, % at 3 µM; actives 0.32% (n = 320,000); AID 2435, 2010;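 active means activation above the mean of all tested compounds plus 3 SD, cutoff set per screening run, cut at about 20% in these data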;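 further: peak over basal fluorescence ratio from a 100 s FLIPR kinetic read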
* = called active by the depositor; . = no result given; [ ] = another dose, or the depositor's remark.

mol	NALP1 inh	GPR7 antagonist	V1R ag counter	GalR3 antagonist	PHOSPHO1 inh	MEKK2mut PB1 HTS	MEKK3 PB1 HTS	MEKK2wt PB1 HTS	OXTR ag
O=S(=O)(CCN1CCOCC1)c1ccc(OC(F)(F)F)cc1	-5.2	-5.1	0.5	-10.2	.	-1.0	94.0	99.0	0.5
O=C(NC1CCCCC1)c1cnn2c(C(F)(F)F)cc(-c3ccco3)nc12	27.6	5.9	-1.4	-1.8	11.1	-9.0	90.0	91.0	-1.7
O=C(C[n+]1ccc(C(=O)NCc2ccccc2)cc1)c1ccc2c(c1)OCCO2	15.1	-7.6	-0.3	-2.8	8.0	-12.0	104.0	94.0	-1.2
CCOc1ccccc1NC(=O)C1C2CCC(O2)C1C(=O)O (configuration not stated)	1.4	-15.1	0.2	-2.4	41.1	6.0	98.0	100.0	-0.2
O=C(CSc1nc2ccccc2o1)Nc1ccc(Cl)cc1	5.5	-8.5	1.3	-5.1	26.2	1.0	100.0	97.0	-0.2
CCOC(=O)N1CCN(C(=O)Cn2c(=O)sc3ccccc32)CC1	7.2	10.9	0.6	-0.8	4.6	0.0	101.0	105.0	-0.4
Cc1cc(C)nc(/N=C(\N)Nc2ccc([N+](=O)[O-])cc2)n1	21.8	11.4	6.6	2.7	-12.5	-4.0	73.0	75.0	5.5
CCOC(=O)N1CCN(c2c(N3CCN(c4ccccc4F)CC3)c(=O)c2=O)CC1	5.1	-10.7	-0.4	-3.5	36.2	-5.0	72.0*[inhibitor]	82.0	-1.1
Nc1c(-c2ccccc2)cnc2c(-c3ccccc3)cnn12	0.8	2.9	-0.8	-8.9	44.0	3.0	103.0	99.0	-0.1
C=CCNC(=O)c1ccc2c3n(nc2c1)-c1ccc(C)cc1CO3	-17.0	.	-1.4	-7.2	26.5	4.0	98.0	98.0	5.9
Cc1ccc2[nH]c(C)c(CCNC(=O)c3c(N)no[n+]3[O-])c2c1	-5.6	19.4	0.9	-3.4	-9.7	-2.0	101.0	99.0	2.1
O=C(C1CCCN(S(=O)(=O)c2cccc3nsnc23)C1)N1CCN(c2ccccn2)CC1 (configuration not stated)	37.7	6.4	2.6	-4.6	-15.0	8.0	102.0	107.0	1.7
NC1(N)OC(CN2C(=O)c3ccccc3C2=O)CS1 (configuration not stated)	-3.0	-15.4	0.2	2.5	37.5	3.0	109.0	109.0	-1.0
O=C1NC(c2cn(-c3ccccc3)nc2-c2cccs2)C(C(=O)c2cccnc2)C(O)(C(F)(F)F)N1 (configuration not stated)	-2.2	7.8	-0.5	-4.2	-2.6	1.0	99.0	99.0	-0.8
CCCc1cc2c(=O)c(-c3nc4ccccc4s3)c(COCC(=O)O)oc2cc1O	16.7	-10.7	.	-5.9	-31.1	-10.0	104.0	91.0	.
Nc1ccc(O)cc1C(=O)OCC(=O)C12CC3CC(CC(C3)C1)C2	-34.2	-6.6	1.0	-0.3	16.3	-11.0	94.0	89.0	2.2
CC(=O)Nc1ccc(NC(=O)CSc2nnc(NC(=O)c3ccc(Br)o3)s2)cc1	8.3	-7.1	0.8	-2.5	55.8	8.0	99.0	104.0	0.2
Cc1cc(NC(=O)c2ccccc2F)on1	29.0	-1.9	0.1	-6.1	-5.8	0.0	96.0	104.0	-0.2
COc1ccc(NC(=O)CCS(=O)(=O)c2ccc(Br)s2)cc1	11.5	9.4	0.4	-10.2	10.8	3.0	105.0	99.0	-0.8
Cc1cc(C(=O)N2CCN(c3ncccn3)CC2)nn1C	15.9	-20.1	-0.1	-2.9	-0.8	2.0	98.0	105.0	-0.2
O=C(NNS(=O)(=O)c1ccc([N+](=O)[O-])cc1)c1cnn(-c2ccccc2)c1-n1cccc1	-6.9	-13.3	2.2	-1.7	-3.2	1.0	100.0	99.0	0.3
O=S(=O)(Cc1c(F)cccc1Cl)c1ncn[nH]1	-3.2	-4.6	-0.1	-4.3	29.9	11.0	106.0	105.0	0.7
COc1ccc(OCCCn2ccnc2)cc1	21.8	-6.3	0.3	-7.8	33.7	0.0	107.0	105.0	-0.5
COc1cccc(C(=O)Nc2cnc(NC(=O)c3ccco3)cc2C)c1	-1.6	-2.6	0.8	-3.6	24.2	-3.0	91.0	96.0	0.4
Cc1ccccc1-n1c(-c2ccco2)n[nH]c1=S	25.2	-6.2	0.3	-1.3	6.2	-1.0	92.0	93.0	1.6
CCC(CC)C(=O)Nc1cc(C)cc(C)c1	-4.1	-11.4	-1.1	-5.0	1.7	2.0	108.0	109.0	-1.8
O=C(CCCN1C(=O)/C(=C/c2ccccc2Cl)SC1=S)Nc1cccnc1	-6.1	-9.3	3.5	-2.4	38.1	12.0	108.0	110.0	0.2
COc1ccc(Cc2nn[nH]n2)cc1	2.2	-3.6	1.0	2.2	-35.8	-3.0	102.0	96.0	1.6
O=C(NCC(c1cccs1)N1CCOCC1)c1cc2ccccc2o1 (configuration not stated)	5.5	-9.6	-0.7	-13.8	-4.9	-14.0	71.0	83.0	-0.6
COc1ccc(OC(C)C(=O)NCC2CCCO2)cc1 (configuration not stated)	8.1	0.6	-0.5	0.2	25.0	4.0	99.0	104.0	1.1
NC(C(=O)O)C(c1ccccc1)C(F)F (configuration not stated)	-4.4	-7.2	0.5	.	-12.2	0.0	106.0	104.0	-0.3
COc1ccc(NC(=S)N2CCN(c3ccccc3)CC2)c(OC)c1	-12.6	7.3	-0.2	-9.7	8.5	1.0	91.0	98.0	1.0
CCS(=O)(=O)c1ccc(OC)c(N=Nc2ccc(O)c3ncccc23)c1	2.8	-6.3	-1.7	-5.6	-17.9	-1.0	95.0	95.0	-1.8
Cc1cccc(CS(=O)(=O)Cc2ccc(C(=O)NCCCN3CCOCC3)o2)c1	8.6	-19.0	0.1	-0.5	-6.8	.	.	.	0.5
CCOC(=O)N1CCN(C(=O)C2CCN(C(=O)c3ccc(C(C)(C)C)cc3)CC2)CC1	-13.2	-6.3	0.1	-6.3	35.7	3.0	101.0	101.0	1.1
COc1ccccc1N1CCN(CC(=O)Nc2sccc2C#N)CC1	14.8	-5.5	-0.5	-4.5	-2.4	-1.0	115.0	101.0	-0.6
CC(C)COC(=O)Cc1c(O)c2ccccc2[nH]c1=O	5.4	-5.2	0.6	-0.7	-17.5	3.0	98.0	101.0	0.7
CC(=O)N1CCOc2ccc(S(=O)(=O)NCCc3ccc(C)cc3)cc21	23.2	15.0	7.1	-8.2	-5.0	-2.0	102.0	99.0	5.8
Cc1csc(Nc2ccccc2)[n+]1-c1ccccc1	-6.5	-12.6	-1.8	-7.7	31.7	-3.0	89.0	93.0	-2.6
Cc1ccc(CNC(=O)CCNS(=O)(=O)c2cccs2)cc1	25.1	-11.5	0.5	6.5	2.3	-4.0	102.0	95.0	-0.7
O=C(c1ccc(COc2ccccc2Cl)o1)N1CCN(c2ccccc2)CC1	-4.1	1.4	1.1	.	2.1	0.0	106.0	100.0	-0.7
Cc1ccc(NC(=O)Nc2cccc3ccccc23)cc1	13.0	2.0	2.1	1.4	13.7	-2.0	103.0	100.0	-0.6
C=CCn1cccc(C(=O)Nc2ccc(C)c(C)c2)c1=O	8.8	-1.1	3.0	-2.8	41.5	5.0	102.0	105.0	0.6
COC(=O)NNC(=O)C1CCC(C)CC1 (configuration not stated)	19.8	-6.0	0.1	1.5	-7.4	-2.0	102.0	92.0	-1.8
Cc1nn2c(-c3cccc(NC(=O)CN4CCOCC4)c3)nnc2c2ccccc12	.	-19.7	1.4	-7.0	.	0.0	102.0	103.0	1.5
O=C(O)CSc1nnc(-c2ccccc2)c(-c2ccccc2)n1	2.9	-22.5	-0.7	-5.3	27.7	22.0	125.0	108.0	-0.4
O=C(Nc1ccccc1)/C(=C\c1ccc(F)cc1)NC(=O)c1ccco1	9.6	0.6	-0.3	-8.8	-7.8	2.0	103.0	103.0	0.1
COc1c(C)cc(C(=O)C2CCCN(S(=O)(=O)c3c(C)noc3C)C2)cc1C (configuration not stated)	9.1	0.5	-1.2	-2.9	-7.2	-4.0	96.0	97.0	-2.5
COc1ccc(N(CC(=O)Nc2ccccc2C(=O)O)S(=O)(=O)c2ccc(C)c([N+](=O)[O-])c2)cc1	-11.0	-9.5	0.7	10.4	48.4	-1.0	97.0	96.0	0.2
O=C(NCCCN1CCN(c2ccc(F)cc2)CC1)Nc1ccc([N+](=O)[O-])cc1	-1.4	25.5*	12.1	-10.7	-15.8	7.0	119.0	140.0*	14.6

Carrying on.
mol	NALP1 inh	GPR7 antagonist	V1R ag counter	GalR3 antagonist	PHOSPHO1 inh	MEKK2mut PB1 HTS	MEKK3 PB1 HTS	MEKK2wt PB1 HTS	OXTR ag
O=c1[nH]c(SCc2ccccc2Cl)nc2c1cnn2-c1ccccc1	26.2	-1.3	1.1	7.2	2.0	6.0	105.0	105.0	-0.5
O=C(Nc1cccnc1)c1cc(Cl)ccc1Cl	4.6	-10.6	0.2	-3.5	34.8	28.0*	103.0	107.0	-0.2
CC1=CS/C(=C(/C#N)C(=O)NCc2ccco2)N1c1ccccc1	-3.0	-8.7	-0.2	-1.5	-3.3	15.0	108.0	112.0	-1.4
O=C1CC(c2ccco2)CC(O)=C1C=Nc1cc(Cl)ccc1Cl (configuration not stated)	19.7	-5.2	0.2	-0.1	-15.3	-2.0	93.0	94.0	-0.2
Cn1cc(CN2CCCCC2c2ccccn2)c(-c2ccc3c(c2)OCCO3)n1 (configuration not stated)	-0.7	-4.6	-1.0	-4.5	18.8	-7.0	94.0	98.0	0.1
CCO[C@@H]1OC(C(=O)NCc2ccccc2)=C[C@H](C2CC2)[C@H]1CCCO	-12.5	3.8	-0.4	.	51.7	2.0	98.0	99.0	-0.5
Cn1c(=O)n(C)c2cc(NC(=O)COc3ccccc3)ccc21	8.9	2.9	3.5	-5.3	.	-2.0	95.0	86.0	0.9
CCCNS(=O)(=O)c1cc(Br)cc2c1N(C(=O)CC)CC2	-1.4	11.3	-0.5	-7.4	-12.9	0.0	102.0	100.0	-0.3
CCCc1cc(=O)oc2cc(OCC(=O)NCC(O)c3ccccc3)ccc12 (configuration not stated)	10.6	1.7	3.9	0.9	42.6	3.0	104.0	100.0	1.7
Cc1ccc[n+](CC(=O)Nc2cc(C(F)(F)F)ccc2N2CCOCC2)c1	-3.0	2.1	2.4	-4.2	6.5	-3.0	80.0	87.0	0.2
Cc1cccc(CC(=O)NCC(=O)NCc2cc(=O)n(C)c(=O)n2C)c1	15.6	8.4	0.8	0.2	34.1	-2.0	98.0	102.0	0.2
